dFosB act = activators of delta FosB homodimer, primary screen, biochemical, fluorescence polarization, TAMRA-CDK5 oligo, single point; 0.99% of 340,000 active; AID 493131, 2011; activation, % at 25 µM; Protein FosB (Mus musculus), P13346; purified delta FosB; percent of positive-control signal above neutral wells;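 active = mean activation above about 17%, with every replicate also reaching it, limit read from the data, passing the limit was not always enough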;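 note: fluorescence polarization rise as delta FosB binds a TAMRA Cdk5 AP-1 oligo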
Rtt109 HAT inh = inhibitors of C. albicans Rtt109/Vps75 HAT, primary screen, biochemical, ThioGlo CoA-SH fluorescence, plate reader. Histone acetyltransferase RTT109 (Candida albicans (strain SC5314 / ATCC MYA-2876)), …. inhibition, % at 34.9 µM. 0.16% of 330,000 active. purified Rtt109/Vps75, 4 h;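 active = inhibition of at least 50% in every replicate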
Target sequence (Q5AAJ8 whole entry, looked up): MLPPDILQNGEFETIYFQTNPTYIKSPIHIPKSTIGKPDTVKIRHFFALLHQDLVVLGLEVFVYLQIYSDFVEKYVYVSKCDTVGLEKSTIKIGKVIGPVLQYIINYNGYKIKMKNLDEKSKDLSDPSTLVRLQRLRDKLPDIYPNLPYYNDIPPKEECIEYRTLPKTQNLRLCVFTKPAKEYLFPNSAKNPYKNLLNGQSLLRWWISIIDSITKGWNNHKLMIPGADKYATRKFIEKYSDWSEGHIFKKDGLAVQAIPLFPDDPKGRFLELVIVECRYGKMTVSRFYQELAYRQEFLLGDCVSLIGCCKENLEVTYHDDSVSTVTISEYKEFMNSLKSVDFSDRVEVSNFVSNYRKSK
RTF Ca sens act = cardiac RTF calcium sensitivity activators, primary screen, biochemical, IANBD-TnC fluorescence, EC20 calcium; activation, % at 7.2 µM; AID 493008, 2010; 0.24% of 340,000 active; Troponin I, cardiac muscle (Homo sapiens) + Troponin T, cardiac muscle (Homo sapiens) + …; IANBD-labeled TnC RTF fluorescence at EC20 calcium; 0% EC20 calcium, 100% full calcium;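 active = activation above the mean over all tested compounds plus 3 SD, cut at about 30% in these data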;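 note: rise in fluorescence read as greater calcium sensitivity of cardiac thin filaments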
Wnt bcat act = Wnt/beta-catenin pathway activators, primary screen, cell-based, plate reader, single point; Wnt/beta-catenin reporter cell assay, activator; activation, % at 9.35 µM; 1.2% of 300,000 active; AID 743398, 2014; in the data active = activation above about 30%, passing the limit was not always enough;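 note: 0% = neutral control wells and 100% = positive control wells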
CDK5 p35 inh = inhibitors of human CDK5/p35 kinase, primary screen, biochemical, single concentration; Recombinant CDK5/p35, ADP-Glo luminescence, 60 min; AID 488839, 2010; Cyclin-dependent kinase 5 (Homo sapiens) + Cyclin-dependent kinase 5 activator 1 (Homo …; 0.01% of 330,000 active; inhibition, % at 10 µM;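 active = highest replicate inhibition of at least 50% and at least 75% of replicates reaching 50%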;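 note: plate controls were DMSO neutral control for no effect and GW8510 at 10 µM for full effect; many of its hits are not listed in these tables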
Target sequence (Q00535 whole entry, looked up): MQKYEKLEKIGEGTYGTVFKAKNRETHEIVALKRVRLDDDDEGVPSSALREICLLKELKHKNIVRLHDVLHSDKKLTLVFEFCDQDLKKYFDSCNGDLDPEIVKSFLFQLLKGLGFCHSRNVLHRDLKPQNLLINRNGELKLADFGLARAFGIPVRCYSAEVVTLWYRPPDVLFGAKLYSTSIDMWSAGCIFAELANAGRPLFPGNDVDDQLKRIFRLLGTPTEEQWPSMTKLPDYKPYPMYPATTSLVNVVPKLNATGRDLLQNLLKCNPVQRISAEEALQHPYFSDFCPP
Target sequence (Q15078 whole entry, looked up): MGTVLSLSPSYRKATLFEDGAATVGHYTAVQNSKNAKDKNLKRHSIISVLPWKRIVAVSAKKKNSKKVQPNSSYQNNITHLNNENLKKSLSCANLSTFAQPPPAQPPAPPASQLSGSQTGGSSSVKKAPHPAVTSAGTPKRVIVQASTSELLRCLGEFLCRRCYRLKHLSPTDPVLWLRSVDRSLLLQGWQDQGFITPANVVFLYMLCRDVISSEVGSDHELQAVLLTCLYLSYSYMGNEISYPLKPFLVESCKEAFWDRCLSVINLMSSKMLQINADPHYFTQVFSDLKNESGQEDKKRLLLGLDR
SR-BI DiI inh = inhibitors of SR-BI mediated HDL lipid uptake, primary screen, ldlA[mSR-BI] cells, fluorescence, single point | Scavenger receptor class B member 1 (Mus musculus), Q61009 | ldlA[mSR-BI] CHO cells, DiI-HDL uptake fluorescence, 3 h | inhibition, % at 12.5 µM | 0.96% of 320,000 active | AID 488896, 2010;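 active = mean replicate inhibition of at least 70% and a set share of replicates each scoring 70 or more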;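 note: 0% = median of neutral control wells and 100% = median of positive control wells; values of inactives mirror those of a sister screen read the other way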
SR-BI DiI-HDL act = activators of SR-BI mediated DiI-HDL uptake, primary screen, ldlA[mSR-BI] CHO cells, DiI fluorescence; 3 h; 100 = double the neutral-control signal; activation, % at 12.5 µM; 0.096% of 320,000 active;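 active = mean replicate activation of at least 60% and every replicate at or above 60%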;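 note: 0% = median plate neutral-control signal and 100% = twice that signal; values of inactives mirror those of a sister screen read the other way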
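Material – SR-BI-overexpressing, LDLR-lacking CHO cells · Medium – BSA-supplemented, HEPES-buffered Ham's F12, pH 7.4 · Doses – single concentration · Times – compound with DiI-HDL co-incubation, 3 h at 37 °C · Measured by – bottom-read fluorescence, 550/595 nm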
MITF act = activators of MITF-driven TRPM1 promoter reporter, primary screen, cell-based, SK-MEL-5, luciferase, single point | SK-MEL-5 TRPM1-promoter luciferase, 24 h; % of positive control, neutral wells = 0 | activation, % at 12.5 µM | 0.75% of 300,000 active;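 active = mean activation of at least 80% with every replicate also reaching 80%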;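 note: 0% = neutral control wells and 100% = parthenolide positive control wells; values of inactives mirror those of a sister screen read the other way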
PvdQ acylase = P. aeruginosa PvdQ acylase inhibitors, primary screen, biochemical, fluorescence, plate reader and imaging, single point. PvdQ acylase [Pseudomonas aeruginosa LESB58]. purified PvdQ acylase. inhibition, % at 10 µM. 0.063% of 340,000 active. AID 488965, 2010; in the data active = inhibition above about 30%, passing the limit was not always enough;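 note: 0% = vehicle neutral wells and 100% = reference inhibitor wells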
HTR5A ag = HTR5A agonists in luminescence cell assay, primary screen, counter-screen for OPRM1-OPRD1 heterodimer agonist project, full-deck HTS; 5-hydroxytryptamine receptor 5A (Homo sapiens), P47898; cell-based; activation, % at 9.3 µM; 0.61% of 340,000 active; AID 504692, 2011; in the data active = activation mostly above about 9.5%, no sharp cut-off; inactive = mostly below about 7.6%;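 note: 0% = cells with vehicle only and 100% = reference agonist; strong numbers were not always called active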
Starred values were filed as active, the others as inactive. Only part of the results is shown. The share of hits here may be higher or lower than overall.

`CC12CC(=O)C3C(CCC4CC=CCC43C)C1CCC2=O` (stereo not drawn) gave dFosB act 5, Rtt109 HAT inh 7, RTF Ca sens act 4, Wnt bcat act -5, CDK5 p35 inh -1.2, SR-BI DiI inh -3, SR-BI DiI-HDL act 3, MITF act 1, PvdQ acylase -4 and HTR5A ag 3.
For COC(=O)CCCNC(=O)CN1CC(c2ccccc2)CC1=O (stereo not drawn) the results were dFosB act -4, Rtt109 HAT inh -6, RTF Ca sens act 2, CDK5 p35 inh 0.2, SR-BI DiI inh 13, SR-BI DiI-HDL act -13, MITF act 1, PvdQ acylase -12 and HTR5A ag -3.
`c1cncc(C2Nc3cccc4cccc(c34)N2)c1` gave dFosB act -13, Rtt109 HAT inh 2, RTF Ca sens act -1, Wnt bcat act -9, CDK5 p35 inh 3.0, MITF act -23, PvdQ acylase -4 and HTR5A ag 1.
For NC(=O)Cn1cc(C=C2C(=O)NC(=O)NC2=O)c2ccccc21 the results were dFosB act -2, Rtt109 HAT inh 0, RTF Ca sens act -3, Wnt bcat act 6, CDK5 p35 inh -0.7, SR-BI DiI inh -1, SR-BI DiI-HDL act 1, MITF act 7, PvdQ acylase 12 and HTR5A ag 0.
`COc1ccc(-c2cc(-c3ccccc3)[n+](C)c(-c3ccccc3)c2)cc1` gave dFosB act 1, RTF Ca sens act -4, Wnt bcat act -7, CDK5 p35 inh 0.0, SR-BI DiI inh 14, SR-BI DiI-HDL act -14, MITF act -66, PvdQ acylase 1 and HTR5A ag -1.
Screening COc1ccc(/C=N\N=C(N)N)cc1 returned dFosB act 4, Rtt109 HAT inh 2, RTF Ca sens act -4, Wnt bcat act -2, CDK5 p35 inh 2.3, SR-BI DiI inh -11, SR-BI DiI-HDL act 11, MITF act 2, PvdQ acylase -13 and HTR5A ag -3.
For COc1cc2c(cc1OC)C1C(=O)c3ccc4c(c3OC1CO2)CC(C(C)C)O4 (stereo not drawn) the results were dFosB act -1, Rtt109 HAT inh 5, RTF Ca sens act -5, Wnt bcat act -8, CDK5 p35 inh -0.9, SR-BI DiI inh 18, SR-BI DiI-HDL act -18, MITF act -39, PvdQ acylase 17 and HTR5A ag 0.
For CC1CCOC(=O)C=CC=CC(=O)OC2CC3OC4C5OC5(C)C(O)CC4(COC(=O)C1O)C2(C)C31CO1 (stereo not drawn) the results were dFosB act -1, Rtt109 HAT inh 3, RTF Ca sens act -1, Wnt bcat act -26, CDK5 p35 inh 1.5, SR-BI DiI inh 7, SR-BI DiI-HDL act -7, PvdQ acylase -23 and HTR5A ag 1.
For CC1CCN(CC(=O)c2ccc3c(c2)OCCO3)CC1 the results were dFosB act 3, Rtt109 HAT inh 9, RTF Ca sens act 1, Wnt bcat act 0, CDK5 p35 inh 1.6, SR-BI DiI inh 24, SR-BI DiI-HDL act -24, MITF act 50, PvdQ acylase -4 and HTR5A ag -2.
`OCCCCO` gave dFosB act 2, Rtt109 HAT inh -15, RTF Ca sens act inactive, Wnt bcat act 1, CDK5 p35 inh -0.7, SR-BI DiI inh -4, SR-BI DiI-HDL act 4, MITF act 3, PvdQ acylase 2 and HTR5A ag -1.
`CC(C)n1c(=O)c(C=Nc2ccc(Br)cc2)c(O)n(Cc2ccco2)c1=O` gave dFosB act -3, Rtt109 HAT inh 1, RTF Ca sens act 3, Wnt bcat act -1, CDK5 p35 inh -1.0, SR-BI DiI inh -38, SR-BI DiI-HDL act 38, MITF act 6, PvdQ acylase -8 and HTR5A ag -2.
`c1ccc(P(c2ccccc2)c2ccccn2)cc1` gave dFosB act 3, Rtt109 HAT inh 0, RTF Ca sens act 2, Wnt bcat act -1, CDK5 p35 inh -1.1, SR-BI DiI inh -7, SR-BI DiI-HDL act 7, MITF act 3, PvdQ acylase 1 and HTR5A ag 0.
`CCOC(=O)C(C)(CC)NC(=O)CSP(=S)(OCC)OCC` (stereo not drawn) gave dFosB act -2, Rtt109 HAT inh 4, RTF Ca sens act 3, Wnt bcat act -3, CDK5 p35 inh -0.8, SR-BI DiI inh -14, SR-BI DiI-HDL act 14, MITF act -10, PvdQ acylase -5 and HTR5A ag -4.
For Cn1c(O)c(C=Nc2ccc(Br)cc2)c(=O)n(C)c1=O the results were dFosB act -7, Rtt109 HAT inh 8, RTF Ca sens act 4, Wnt bcat act 2, CDK5 p35 inh -2.6, SR-BI DiI inh -4, SR-BI DiI-HDL act 4, PvdQ acylase -9 and HTR5A ag 1.
CC(C)(C)N(NC(=O)c1ccccc1)C(=O)c1ccccc1 was read as dFosB act 2, Rtt109 HAT inh 5, RTF Ca sens act 6, CDK5 p35 inh -0.8, SR-BI DiI inh 4, SR-BI DiI-HDL act -4, MITF act 17, PvdQ acylase 1 and HTR5A ag -3.
`CNC(=S)N1CCN(CCN=Cc2c(O)n(-c3ccc(C)cc3)c(=S)[nH]c2=O)CC1` gave dFosB act -3, Rtt109 HAT inh 5, RTF Ca sens act 1, Wnt bcat act -1, CDK5 p35 inh -3.6, SR-BI DiI inh -26, SR-BI DiI-HDL act 26, MITF act 2, PvdQ acylase 4 and HTR5A ag 0.
CC(C)=CCSc1nnc([C@@H](N)Cc2c[nH]c3ccccc23)o1 was read as dFosB act 3, Rtt109 HAT inh 6, RTF Ca sens act 2, CDK5 p35 inh -1.6, SR-BI DiI inh -20, SR-BI DiI-HDL act 20, MITF act -6, PvdQ acylase 4 and HTR5A ag 2.
CCOC(=O)[C@]12Cc3cc(OC)ccc3[C@H]1N(Cc1ccccc1)C(=O)c1ccccc12 was read as dFosB act -2, Rtt109 HAT inh 5, RTF Ca sens act 1, Wnt bcat act 0, CDK5 p35 inh 1.8, SR-BI DiI inh -14, SR-BI DiI-HDL act 14, MITF act -2, PvdQ acylase -4 and HTR5A ag 4.
For N#CCC(=O)NN1Cc2ccccc2C1=N the results were dFosB act 1, Rtt109 HAT inh -7, RTF Ca sens act 3, Wnt bcat act -2, CDK5 p35 inh 1.8, SR-BI DiI inh -8, SR-BI DiI-HDL act 8, MITF act -6, PvdQ acylase -19 and HTR5A ag -2.
Cc1ccc2nc(N3CCC(C(=O)N4CCC5(CC4)OCCO5)CC3)sc2c1 was read as dFosB act 3, Rtt109 HAT inh 1, RTF Ca sens act 3, CDK5 p35 inh -0.6, SR-BI DiI inh 7, SR-BI DiI-HDL act -7, MITF act 9, PvdQ acylase 1 and HTR5A ag -6.

Fetched by structure from the entries so far, 4 records:
`OCCCCO` gave dFosB act 2, Rtt109 HAT inh -15, RTF Ca sens act inactive, Wnt bcat act 1, CDK5 p35 inh -0.7, SR-BI DiI inh -4, SR-BI DiI-HDL act 4, MITF act 3, PvdQ acylase 2 and HTR5A ag -1.
`CCOC(=O)C(C)(CC)NC(=O)CSP(=S)(OCC)OCC` (stereo not drawn) gave dFosB act -2, Rtt109 HAT inh 4, RTF Ca sens act 3, Wnt bcat act -3, CDK5 p35 inh -0.8, SR-BI DiI inh -14, SR-BI DiI-HDL act 14, MITF act -10, PvdQ acylase -5 and HTR5A ag -4.
Screening COc1ccc(/C=N\N=C(N)N)cc1 returned dFosB act 4, Rtt109 HAT inh 2, RTF Ca sens act -4, Wnt bcat act -2, CDK5 p35 inh 2.3, SR-BI DiI inh -11, SR-BI DiI-HDL act 11, MITF act 2, PvdQ acylase -13 and HTR5A ag -3.
`c1ccc(P(c2ccccc2)c2ccccn2)cc1` gave dFosB act 3, Rtt109 HAT inh 0, RTF Ca sens act 2, Wnt bcat act -1, CDK5 p35 inh -1.1, SR-BI DiI inh -7, SR-BI DiI-HDL act 7, MITF act 3, PvdQ acylase 1 and HTR5A ag 0.

Going on with the list:
For CN1C(=O)c2ccccc2NC(=O)C1Cc1ccccc1 (stereo not drawn) the results were dFosB act 2, Rtt109 HAT inh 10, RTF Ca sens act 7, Wnt bcat act -2, CDK5 p35 inh 0.4, SR-BI DiI inh -15, SR-BI DiI-HDL act 15, MITF act -11, PvdQ acylase 1 and HTR5A ag 3.
`COc1cc(C2NCc3ccccc3-n3cccc32)ccc1O` (stereo not drawn) gave dFosB act -5, Rtt109 HAT inh -3, RTF Ca sens act -1, Wnt bcat act -2, CDK5 p35 inh -1.0, SR-BI DiI inh -2, SR-BI DiI-HDL act 2, MITF act 12, PvdQ acylase -9 and HTR5A ag 3.
`OC(CCNCCc1c[nH]c2ccccc12)C(F)(F)F` (stereo not drawn) gave dFosB act -9, Rtt109 HAT inh 1, RTF Ca sens act 0, Wnt bcat act -1, CDK5 p35 inh -1.1, SR-BI DiI inh -19, SR-BI DiI-HDL act 19, MITF act -10, PvdQ acylase -11 and HTR5A ag 1.
For COc1ccccc1N1CCN(Cc2ccccc2)CC1 the results were dFosB act -3, Rtt109 HAT inh 0, RTF Ca sens act 1, Wnt bcat act -1, CDK5 p35 inh -1.3, SR-BI DiI inh -5, SR-BI DiI-HDL act 5, PvdQ acylase -14 and HTR5A ag -1.
`COc1ccc2nc(/N=C/c3c(O)n(-c4cccc(Cl)c4)c(=O)[nH]c3=O)sc2c1` gave dFosB act -6, Rtt109 HAT inh 1, RTF Ca sens act 1, CDK5 p35 inh -1.9, SR-BI DiI inh 7, SR-BI DiI-HDL act -7, MITF act -17, PvdQ acylase -12 and HTR5A ag 0.
`CCC(=NC1CC1)c1c(O)n(-c2ccc(OC)cc2)c(=O)[nH]c1=O` gave dFosB act 0, Rtt109 HAT inh 4, RTF Ca sens act 3, CDK5 p35 inh 0.1, MITF act 0, PvdQ acylase -9 and HTR5A ag 3.
For O=C(NCc1ccc(C(=O)N2CCC3(CC2)OCCO3)cc1)c1ccc2c(c1)OCO2 the results were dFosB act -6, Rtt109 HAT inh -2, RTF Ca sens act 0, CDK5 p35 inh -7.1, SR-BI DiI inh 6, SR-BI DiI-HDL act -6, MITF act -4, PvdQ acylase -13 and HTR5A ag 1.
O=C(Nc1ccccc1)c1cc([N+](=O)[O-])ccc1N1CCNCC1 was read as dFosB act -6, Rtt109 HAT inh -3, RTF Ca sens act 8, Wnt bcat act -1, CDK5 p35 inh 0.5, SR-BI DiI inh 10, SR-BI DiI-HDL act -10, MITF act -11, PvdQ acylase -14 and HTR5A ag 0.
